GLD-1 RNA inh: GLD-1-TGE RNA interaction inhibition (C. elegans). AID 2280. Q17339. actives 0.44% (n = 320,000). purified GLD-1 + fluorescein TGE RNA, fluorescence polarization. inhibition, % at 5.96 µM;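 active means percent inhibition above a per-plate cutoff, the plate mean of test compounds plus 3 SD, cut at about 30% in these data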;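 further: 0% = DMSO wells with GLD-1 and probe and 100% = wells lacking GLD-1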
GRK2 aptamer HTS: human GRK2 inhibition via aptamer displacement. P25098. bead flow cytometry, FAM-aptamer displacement from GRK2. inhibition of aptamer binding, % at 10 µM. actives 0.59% (n = 330,000);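 active means inhibition of aptamer binding above 40%, roughly 3 SD of noise, on plates passing a quality check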;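 further: median bead fluorescence of bound FAM aptamer so fluorescent compounds give negative values; no value below 0 was filed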
MCL1-BIM inh: disrupts human MCL1 binding to BIM-BH3 peptide | inhibition, % at 10.9 µM | GST-MCL1 / FITC-Bim-BH3 fluorescence polarization | actives 0.68% (n = 320,000);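 active means inhibition above the mean inhibition of all tested compounds plus 3 SD, set per campaign, cut at about 40% in these data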;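 further: 0% = DMSO wells and 100% = unlabeled Bim-BH3 peptide control; higher means more loss of mP so more displacement of Bim peptide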
Target sequence (Q07820 whole entry, looked up): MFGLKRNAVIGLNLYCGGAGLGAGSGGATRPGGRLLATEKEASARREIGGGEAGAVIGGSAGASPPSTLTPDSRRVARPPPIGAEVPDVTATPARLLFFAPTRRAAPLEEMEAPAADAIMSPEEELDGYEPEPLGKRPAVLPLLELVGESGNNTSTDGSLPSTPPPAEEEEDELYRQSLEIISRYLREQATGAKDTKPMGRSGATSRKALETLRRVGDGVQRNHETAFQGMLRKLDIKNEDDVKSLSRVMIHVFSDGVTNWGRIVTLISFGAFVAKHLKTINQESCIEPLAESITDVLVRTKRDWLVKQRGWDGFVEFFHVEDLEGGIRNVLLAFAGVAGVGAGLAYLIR
MEX-5 binding: C. elegans MEX-5 TCR-2 RNA binding activity | Q9XUB2 | MEX-5/FITC-TCR2 RNA binding, fluorescence polarization; hits give low values | activity score (negative = inhibition of binding), % at 10 µM | actives 0.38% (n = 300,000) | AID 1832;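 active means inhibition past about -25% in most replicates, and total fluorescence under double the plate's negative control median, limit read from the data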;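 further: 0% = DMSO and -100% = 5 µM competing unlabeled TCR2 RNA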
Target sequence (Q9XUB2 whole entry, looked up): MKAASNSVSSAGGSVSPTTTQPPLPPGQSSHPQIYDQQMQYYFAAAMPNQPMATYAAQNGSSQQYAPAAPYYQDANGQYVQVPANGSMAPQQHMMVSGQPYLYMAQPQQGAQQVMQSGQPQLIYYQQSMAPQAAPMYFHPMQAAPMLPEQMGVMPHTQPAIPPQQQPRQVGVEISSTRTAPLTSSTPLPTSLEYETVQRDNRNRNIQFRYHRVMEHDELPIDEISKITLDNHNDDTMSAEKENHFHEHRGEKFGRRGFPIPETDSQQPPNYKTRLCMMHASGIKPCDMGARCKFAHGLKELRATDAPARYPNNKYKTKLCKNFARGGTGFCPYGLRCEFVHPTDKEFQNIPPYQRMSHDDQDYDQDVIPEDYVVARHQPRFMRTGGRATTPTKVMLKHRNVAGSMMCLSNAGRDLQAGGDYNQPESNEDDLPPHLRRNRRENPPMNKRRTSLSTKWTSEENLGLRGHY
VLA-4 inh: inhibition in a human VLA-4 binding assay; VLA-4 expressing cells, ligand binding flow cytometry; inhibition, % (about 7 µM as worked out from the volumes in the protocol); actives 0.2% (n = 330,000); AID 2557; in the data active means inhibition above about 50%
Fam108B counter: blocks mouse Fam108B hydrolase in RBBP9 counter-screen. AID 1947. actives 0.33% (n = 300,000). inhibition, % at 9.51 µM. recombinant Fam108B, FP-Rh probe fluorescence polarization;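 active means inhibition above the screen mean inhibition plus 3 SD, computed separately per campaign, cut at about 18% in these data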;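 further: inhibitors lower polarization as less probe binds the enzyme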
Efflux pump mplx: antifungal efflux pump inhibition, Nile Red retention | S. cerevisiae Candida pump triplex | AID 485275 | actives 0.44% (n = 330,000) | inhibition, % at 10 µM;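 active means plate passing quality check with inhibition over a set limit, or well fluorescence over plate mean plus 4 SD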;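 further: Nile Red retained in pooled yeast measured as flow cytometry median fluorescence; 0% = buffer negative control and 100% = Enniatin B positive control; higher means more Nile Red kept so more efflux inhibition; some compounds called inactive have numbers as strong as hits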
BCLXL inh: Bcl-xL (human) inhibition. Q07817. GST-Bcl-xL / FITC-Bim BH3 peptide fluorescence polarization. inhibition, % at 10.9 µM. actives 0.7% (n = 320,000). AID 2129;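 active means inhibition above the mean of all tested compounds plus 3 SD, cutoff set per campaign, cut at about 30% in these data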;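 further: 0% = DMSO wells and 100% = unlabeled Bim-BH3 peptide competitor; inhibitors lower millipolarization by displacing the labeled peptide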
Target sequence (Q07817 whole entry, looked up): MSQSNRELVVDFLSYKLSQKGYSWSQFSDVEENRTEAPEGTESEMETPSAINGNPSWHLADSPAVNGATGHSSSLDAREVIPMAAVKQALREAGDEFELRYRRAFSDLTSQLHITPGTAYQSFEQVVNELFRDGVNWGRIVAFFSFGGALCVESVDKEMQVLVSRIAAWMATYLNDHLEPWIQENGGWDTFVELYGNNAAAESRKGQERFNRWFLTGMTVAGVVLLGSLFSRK
PME-1 inh: blocks human protein phosphatase methylesterase 1. Q9Y570. recombinant PME-1, FP-Rh probe fluorescence polarization. inhibition, % at 5.9 µM. actives 0.53% (n = 320,000). AID 2130;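 active means inhibition above the campaign mean of all compounds plus 3 SD, cut at about 26% in these data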;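 further: competitive labeling of PME-1 active site by serine hydrolase directed probe; 0% = PME-1 with DMSO and 100% = wells lacking PME-1 enzyme; inhibitors block probe labeling so polarization falls and inhibition rises; many of its hits are not listed in these tables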
* marks the source's active call; other numbers are inactive results; nt = not tested or not shown. The list is partial; rates above refer to the full screens.

SMILES | GLD-1 RNA inh | GRK2 aptamer HTS | MCL1-BIM inh | MEX-5 binding | VLA-4 inh | Fam108B counter | Efflux pump mplx | BCLXL inh | PME-1 inh
CCOC(=O)c1cc(-c2ccccc2)sc1NC(=O)C(C)Sc1nnc(C)s1 (stereo not given) | 8 | 3 | 5 | 0.6 | -2 | -8 | 0.1 | 2 | -13
COC(=O)c1c(-c2cc(OC)cc(OC)c2)sc2ccc(OC)cc12 | 3 | 0 | nt | nt | -10 | nt | -0.2 | nt | nt
CC(C)NC(=O)CN1C(=O)NC(CCc2ccccc2)C1=O (stereo not given) | 6 | 2 | -10 | 0.2 | 4 | -4 | 0.0 | 0 | -2
Cc1cc(C)c(C)c(C(=O)COC(=O)CNC(=O)CNC(=O)c2ccco2)c1C | 2 | 5 | 2 | 0.8 | -7 | 1 | -0.4 | -1 | 4
CC(C)C(OC(=O)c1nsc(Cl)c1Cl)C(=O)NCc1ccc2c(c1)OCO2 (stereo not given) | 1 | 2 | -2 | -0.6 | 0 | -2 | 0.0 | 7 | 2
CCCCn1c(=O)c(C(=O)c2ccccc2)nc2ccccc21 | 1 | 3 | 9 | -0.4 | -19 | 4 | -0.1 | 7 | -2
COc1ccc(C(=O)N2CCC(C(=O)c3c(C)cc(C)cc3C)CC2)cc1 | 6 | 1 | -2 | 2.1 | 2 | 3 | -0.1 | 3 | -4
CCOc1ccc(Nc2cc(=O)n(C)c(=O)n2C)cc1 | -5 | 4 | 4 | -2.1 | 0 | 4 | 0.0 | 5 | -1
COCCn1c(SCC(=O)Nc2c(C)n(C)n(-c3ccccc3)c2=O)nnc1-c1ccncc1 | -2 | 0 | -2 | nt | 19 | nt | 0.4 | -2 | 1
Cc1ccc(S(=O)(=O)NC2CCCc3ccccc32)cc1C (stereo not given) | -2 | 0 | -1 | -1.3 | 6 | 2 | 0.0 | 1 | 6
O=C(NCCCN1CCCC1=O)c1cccc(S(=O)(=O)N2CCCCC2)c1 | 6 | 1 | -4 | nt | -14 | nt | 0.0 | 3 | -1
c1ccc(CN2CCN(c3nc4ccccc4c4ccccc34)CC2)cc1 | 4 | 1 | 0 | -1.2 | -2 | 0 | -0.1 | 6 | -9
CCOCCOc1nc2c(c(=O)n(C)c(=O)n2C)n1CCc1ccccc1 | -9 | 9 | -3 | -2.3 | 4 | 1 | 0.2 | 1 | -2
Cc1ccc(OCCCCn2ccnc2C)c(C)c1 | 2 | 0 | -8 | -0.3 | 20 | 4 | 0.0 | 0 | -2
CC(=O)N(c1ccccc1C)C1CCCC1 | -4 | 0 | -3 | -1.6 | -3 | 4 | 0.1 | 4 | 5
O=C(Oc1ccc2c(=O)c(Oc3ccc4ccccc4c3)coc2c1)c1ccco1 | -1 | 0 | 3 | -2.2 | 1 | -1 | -0.1 | 0 | -6
Cc1nn(-c2ccccc2)c(-n2cccc2)c1C(=O)O | 0 | 0 | 7 | -1.4 | -20 | 2 | -0.4 | 3 | 2
CC(C)(C)c1ccc(C(=O)NCCC(=O)N2CCN(c3ncccn3)CC2)cc1 | -3 | 0 | 7 | 0.1 | 17 | -6 | 0.2 | 2 | 1
Cc1cccc(NC(=O)CSc2nnc(NC(=O)c3ccc(S(=O)(=O)N4CCOCC4)cc3)s2)c1C | -6 | 1 | 2 | 2.4 | 9 | 3 | -1.0 | 2 | 0
Cc1cccc(Cn2c(SCCN3CCCCC3)nc3c2c(=O)[nH]c(=O)n3C)c1 | 2 | 0 | -1 | -4.9 | 6 | 1 | 0.4 | -4 | 0
COc1ccc(NC(=O)C2CCCN2C(=O)Nc2ccccc2)cc1OC (stereo not given) | -3 | 4 | 4 | 0.5 | 2 | 2 | 0.3 | 3 | 7
C=CCC(O)(CC=C)C(C)N (stereo not given) | 3 | 0 | 5 | -1.2 | -5 | -1 | 0.0 | 5 | -1
CN(NC(=O)/C=C/C(=O)O)c1ncc(C(F)(F)F)cc1Cl | 11 | 0 | 10 | 1.5 | -5 | -3 | 0.0 | 9 | -12
O=S(=O)(Nc1cccc(-c2cn3c(n2)SCC3)c1)c1ccc(F)cc1F | 2 | 3 | 0 | -0.1 | -3 | -4 | -0.1 | 3 | 6
COc1ccc(-c2cc(=O)[nH]c(NCc3ccccc3)n2)cc1 | -2 | 4 | -1 | 1.9 | -2 | -4 | -0.1 | -4 | 12
C=CCNC(=S)N/N=C/c1ccccc1OCCOc1ccccc1 | -5 | 3 | 0 | -1.0 | 19 | 1 | 0.0 | -3 | -2
CCOc1ccc2[nH]c3c(N4CCC5(CC4)OCCO5)ncnc3c2c1 | 6 | 0 | -16 | -1.0 | 10 | -1 | 0.0 | -10 | 15
O=C(Cc1ccc(Br)cc1)N1CCN(C(=O)c2ccco2)CC1 | 2 | 0 | -4 | -0.1 | 10 | 1 | -0.1 | -1 | 1
COc1ccc(-c2nnn(CC(=O)Nc3ccc4c(c3)OCCO4)n2)cc1OC | 3 | 0 | 1 | nt | 13 | nt | -0.1 | 3 | 5
CC1(C)CC(=O)C2=C(C1)c1c(ccc3ccccc13)NC2c1ccc(C(=O)O)cc1 (stereo not given) | -2 | 2 | 4 | 1.1 | 6 | -2 | -0.2 | 4 | 9
O=C(NNC(=O)C1CC(c2cccnc2)=NO1)Nc1ccccc1F (stereo not given) | 0 | 0 | 1 | 0.6 | 21 | 2 | -0.1 | 5 | -2
COC(=O)COc1ccc(NC(=O)c2ccco2)cc1 | 9 | 3 | 1 | -1.8 | 6 | 0 | 0.1 | 3 | -4
COc1cccc(NC(=O)N2CCCC2C(=O)Nc2ccc3c(c2)OCCO3)c1 (stereo not given) | 5 | 7 | 5 | -1.3 | -3 | 2 | -0.4 | 8 | 2
CCCN(CCC)S(=O)(=O)c1cccc(-c2csc(C)n2)c1 | 7 | 0 | -4 | -1.0 | 3 | -2 | -0.1 | 1 | 4
CCOC(=O)c1nnn(CC(=O)Nc2cccc(F)c2)c1C(=O)OCC | -2 | 0 | 5 | 0.2 | 19 | 0 | 0.0 | 1 | 3
N#C/C(=C(/O)COC(=O)CSc1ccc(Cl)cc1)c1nc2ccccc2[nH]1 | 3 | 0 | -10 | -0.1 | -20 | -2 | 0.0 | 4 | 7
O=C(COc1ccc(NC(=O)c2ccccc2)cc1)c1ccccc1 | -1 | 0 | -3 | -4.4 | 2 | -1 | 2.2 | -4 | -1
CCN1CCn2c1nc(N1CCCCC1)nc2=O | 4 | 2 | -1 | 0.0 | 15 | 0 | -0.1 | 6 | -2
O=C(COc1ccc2cc(Br)ccc2c1)N1CCOCC1 | 3 | 1 | nt | nt | -2 | nt | -0.1 | nt | nt
CCN1CCN(C(=O)c2ccc(S(=O)(=O)Nc3ccccc3)cc2)CC1 | 4 | 4 | -5 | nt | 22 | nt | 0.0 | 2 | 0
COc1ccc(NC2CCCN(C(=O)CSc3ccccc3)C2)cc1OC (stereo not given) | -1 | 1 | 1 | -1.0 | 3 | 3 | -0.1 | 10 | 2
Cc1ccc(NC(=O)CN2CCN(C(=O)C3CCCO3)CC2)c(C)c1 (stereo not given) | 3 | 0 | -2 | 3.4 | 9 | -1 | -0.1 | 6 | 0
COc1ccc2[nH]c(C(=O)NCc3ccccc3)c(C)c2c1 | 4 | 0 | 7 | 0.6 | 1 | 5 | -0.1 | 3 | -5
OC1(c2cn(Cc3ccccc3)nn2)CCCCC1 | 0 | 0 | -3 | 0.8 | 5 | 4 | 0.3 | 1 | -2
O=C(COc1ccc(Cl)cc1Cl)NCCCCc1ccccc1 | 2 | 3 | -2 | 1.3 | 7 | -6 | 0.0 | 1 | 2
CCCCCC(=O)Nc1nc2ccccc2[nH]1 | -2 | 0 | 5 | -0.5 | 23 | 0 | 0.0 | -1 | -3
C=CCNC(=O)c1ccc(-n2cccc2)cc1 | -2 | 1 | 3 | -2.1 | 5 | -1 | 0.0 | 3 | 1
N/C(=N\OC(=O)CCC1CCCCC1)c1ccc([N+](=O)[O-])cc1 | -2 | 8 | 2 | -1.5 | -12 | 1 | 0.0 | 7 | -3
Cc1cc(OCC(=O)OCC(=O)N2CCc3ccccc32)ccc1Cl | 0 | 0 | 10 | nt | 5 | nt | 0.0 | 2 | 1
CC1=Nc2cc(C(=O)O)ccc2Sc2c(C)ccc(C)c21 | 6 | 1 | 2 | 3.2 | 9 | 1 | 0.0 | 7 | -4
CNC(=S)N/N=C/c1c2ccccc2c(Cl)c2ccccc12 | -8 | 2 | -48 | -0.7 | -1 | 4 | 0.1 | -24 | -1
O=C(CCSc1ccccc1)Nc1nnc(-c2cccs2)o1 | -3 | 0 | 5 | 0.8 | -7 | 0 | 0.3 | 3 | -7
COCc1cc(C)nc(SCc2ccc(Cl)cc2)c1C#N | 6 | 1 | 2 | 0.1 | 6 | -1 | 0.1 | 6 | -2
N#CCSc1nc2c(sc(=S)n2Cc2ccco2)c(=O)n1-c1ccc(F)cc1 | -10 | 0 | -4 | -0.2 | 12 | -8 | 5.9* | 3 | -6
CCOCCOC(=O)Cn1cnc2scc(-c3ccc(C)cc3)c2c1=O | -8 | 2 | -2 | 3.0 | -9 | 0 | 0.0 | 2 | -2
Cc1ccccc1NC(=O)CCCCC(=O)Nc1ccccc1C | 0 | 1 | 5 | 2.0 | 14 | 0 | 0.0 | 4 | -3
CCCCCn1c(=O)[nH]c2cc(C(=O)NCCN3CCCCC3C)ccc2c1=O (stereo not given) | -1 | 0 | -2 | 2.0 | 7 | 0 | 0.0 | 4 | -1
Cc1oc(-c2ccccc2F)nc1CS(=O)(=O)CC(=O)NCCN1CCCC1 | -4 | 7 | -8 | 1.2 | 19 | -3 | 0.5 | 3 | -2
c1ccc(-n2cc(CN3CCCC(CN4CCCC4)C3)c(-c3ccc4c(c3)OCO4)n2)cc1 (stereo not given) | -3 | 0 | 3 | -0.5 | 2 | 4 | 0.2 | 4 | 3
CCC(C)(C(=O)NC1CCCCC1)N(CC1CCCO1)C(=O)CNC(=O)c1ccccc1 (stereo not given) | 3 | 0 | 6 | 1.5 | 9 | 0 | 0.1 | 0 | -1

Going on with the list.
SMILES | GLD-1 RNA inh | GRK2 aptamer HTS | MCL1-BIM inh | MEX-5 binding | VLA-4 inh | Fam108B counter | Efflux pump mplx | BCLXL inh | PME-1 inh
O=C(Nc1cnn(Cc2ccc(Cl)cc2Cl)c1)c1noc2c1CCCC2 | -1 | 3 | -2 | nt | -9 | -6 | 0.1 | -1 | -3
CCNc1nc(N)nc(-c2cc(Cl)ccc2O)n1 | 3 | 4 | 1 | 0.2 | 9 | 1 | 0.1 | 0 | 18
CN1CCCC1=Nc1c2c(nc3ccccc13)N(C)CC2 | 0 | 0 | 2 | -1.6 | 1 | -2 | 0.1 | 7 | 4
COc1cc(/C=C/C(=O)c2ccc(Cl)s2)cc(OC)c1O | -5 | 4 | -4 | 0.3 | -146 | 12 | 0.1 | -5 | 11
O=C(CCCCCN1C(=O)c2ccccc2C1=O)Nc1cccc(O)c1 | -1 | 0 | -6 | -3.1 | 1 | 3 | -0.1 | 1 | 4
Cc1cc(OCC(=O)Nc2ccncc2)ccc1[N+](=O)[O-] | 3 | 0 | -5 | 0.3 | 1 | 3 | -0.1 | 3 | -7

Compound activity from PubChem.
